aGal spleen mod – qHTS Assay for Inhibitors and Activators of Human alpha-Galactosidase From Spleen Homogenate | Alpha-galactosidase A (Homo sapiens), P06280 | human spleen homogenate, 4MU-alpha-Gal fluorescence, 40 min | Potency, µM (doses to about 80 µM), without a hit: at the highest dose activity change, negative = inhibition, most hits filed as inhibitors | 240,000 tested, 0.008% active | AID 2107, 2009;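 note: 0% = enzyme with vehicle and -100% = no enzyme basal signal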
Target sequence (P06280 32-429 limits assumed): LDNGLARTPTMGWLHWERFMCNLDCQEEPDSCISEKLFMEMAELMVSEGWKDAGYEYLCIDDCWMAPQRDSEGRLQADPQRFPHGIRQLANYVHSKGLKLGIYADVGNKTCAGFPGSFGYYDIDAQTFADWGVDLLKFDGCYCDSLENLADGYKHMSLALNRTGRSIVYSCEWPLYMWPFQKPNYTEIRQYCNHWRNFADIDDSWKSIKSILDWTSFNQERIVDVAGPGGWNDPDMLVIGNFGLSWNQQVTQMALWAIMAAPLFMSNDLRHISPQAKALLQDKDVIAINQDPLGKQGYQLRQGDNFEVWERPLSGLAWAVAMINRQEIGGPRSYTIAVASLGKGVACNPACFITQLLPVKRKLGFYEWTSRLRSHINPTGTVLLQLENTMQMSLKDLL
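Inhibition or activation of alpha-galactosidase in human spleen homogenate is scored by 4-MU fluorescence after 40 min at 37C, pH 5.0, with 1 mM substrate. AC50s come from concentration-response fitted to the Hill equation.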
GAA inh – qHTS Assay for Inhibitors of Human alpha-Glucosidase as a Potential Chaperone Treatment of Pompe Disease | Lysosomal alpha-glucosidase (Homo sapiens), P10253 | purified human GAA, 4-MU-alpha-glucoside fluorescence | Potency, µM (series often up to 76.9 µM), for inactives: at the top dose activity change, negative = inhibition, usual class: inhibitors | 200,000 tested, 0.005% active;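 note: plate controls were uninhibited enzyme wells for no effect and no-enzyme background for full effect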
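Fluorogenic assay: 4 nM human alpha-glucosidase with 400 uM 4-methylumbelliferyl-alpha-D-pyranoside in 50 mM citrate/phosphate, 0.005% Tween-20, pH 5.0, 20 min at room temperature. Compounds tested up to 77 uM; AC50 from Hill fits.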
HTT cytoprotect – qHTS Multiplex Assay to Identify Dual Action Probes in a Cell Model of Huntington: Cytoprotection (ATP); 230,000 tested, 0.14% active; PC12 HTT-Q103 induced, cytoprotection, ATP luminescence, 40 h; Potency, µM (series often up to 56.4 µM), without a hit: cytoprotection (ATP increase), hits mostly activators; AID 1471, 2008;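 note: % of control where 0% means no effect; nearly all actives have a fitted effect of over 45% in size; toxic huntingtin expression switched on by the ecdysone agonist tebufenozide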
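PC12 cells stably carrying ecdysone-inducible Htt exon 1 (Q103)–GFP were induced with 100 nM tebufenozide (final) alongside library compounds in a dose series. Cytoprotection was scored as retained ATP by ATPlite luminescence.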
Tau fibril FP – qHTS for Inhibitors of Tau Fibril Formation, Fluorescence Polarization; K18 P301L tau heparin fibrillization, Alexa594 FP, 6 h; Potency, µM (doses to about 57.7 µM), for inactives: top-dose activity, negative = inhibition, hits mostly inhibitors; 280,000 tested, 0.39% active; note: % is set by controls: 0 for no effect and ±100 for the full control effect; nearly all actives have a fitted effect of over 55% in size
Target sequence (P10636 561-689 P618L limits assumed): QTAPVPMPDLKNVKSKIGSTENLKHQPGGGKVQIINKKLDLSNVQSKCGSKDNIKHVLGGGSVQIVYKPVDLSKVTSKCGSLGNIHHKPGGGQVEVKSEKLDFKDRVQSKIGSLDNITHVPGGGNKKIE
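K18 P301L tau (15 uM unlabeled/0.24 uM Alexa 594-labeled, final) + compound + heparin 20 uM final; 100 mM NaOAc pH 7; 6 hr 37 C; ThT 30 uM final added, 1 hr RT; FP ex 555/em 632 nm.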
Tau fibril ThT – qHTS for Inhibitors of Tau Fibril Formation, Thioflavin T Binding; Microtubule-associated protein tau (Homo sapiens), P10636; recombinant tau K18 P301L, heparin-induced fibrillization, ThT fluorescence; Potency, µM (highest dose often 57.4 µM), inactives show top-dose activity, negative = inhibition, usual class: inhibitors; 270,000 tested, 2.1% active; AID 1460, 2008; note: % is set by controls: 0 for no effect and ±100 for the full control effect; nearly all actives have a fitted effect of over 55% in size
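Tau K18 P301L fragment (15 uM unlabeled plus 0.24 uM Alexa 594-labeled) in 100 mM sodium acetate pH 7 with compound, fibrillization induced by 20 uM heparin for 6 hr at 37 C. Thioflavin T (30 uM) added, fluorescence read after 1 hr (ex 450, em 510 nm).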
Tau fluor counter – Counterscreen qHTS for Inhibitors of Tau Fibril Formation, Fluorescence Polarization; tau K18 P301L Alexa594 fluorescence, heparin fibrillization; Potency, µM (series often up to 57.7 µM), for inactives: top-dose activity change, negative = decrease; 280,000 tested, 0.93% active; note: % is set by controls: 0 for no effect and ±100 for the full control effect; nearly all actives have a fitted effect of over 55% in size
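Human tau K18 P301L (15 uM unlabeled, 0.24 uM Alexa 594-labeled) in 100 mM sodium acetate pH 7 with 20 uM heparin, 6 hr at 37 C. ThT 30 uM added, 1 hr ambient; Alexa 594 FP and total fluorescence read at 555/632 nm.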
GAA glycogen – qHTS Assay for Inhibitors and Activators of Human alpha-Glucosidase Cleavage of Glycogen; recombinant GAA, glycogen substrate, Amplex Red glucose oxidase fluorescence; Potency, µM (highest dose often 76.4 µM), without a hit: at the highest dose activity change, negative = inhibition, hits mostly inhibitors; 300,000 tested, 0.38% active; AID 2100, 2009;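 note: 0% = full enzyme reaction and -100% = no-enzyme basal signal; the screen sought inhibitors and activators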
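qHTS, 1536-well; enzyme 4 nM final; cpd up to 77 uM; substrate bovine liver glycogen 30 ug; 50 mM citrate/phosphate pH 5.0, 0.01% Tween-20; 37 C, 40 min; Amplex Red detection 45 min RT; Hill fit → AC50.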
GAA spleen mod – qHTS Assay for Inhibitors and Activators of Human alpha-Glucosidase From Spleen Homogenate; human spleen homogenate, 4-MU-alpha-glucoside fluorescence; Potency, µM (doses to about 79.9 µM), without a hit: at the top dose activity change, negative = inhibition, hits mostly inhibitors; 240,000 tested, 0.006% active; AID 2112, 2009;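 note: 0% = enzyme with vehicle and -100% = no enzyme basal signal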
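Human spleen homogenate (1 ug) with 4-methylumbelliferyl-alpha-D-glucopyranoside (1 mM final) in 50 mM citrate/phosphate pH 5.0, 0.01% Tween-20; 40 min at 37 C. Stopped at pH 10; 4-MU fluorescence Ex 365/Em 440 nm; AC50 by Hill fit.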
* = called active by the depositor; u = inconclusive; x = no result given; [ ] = dose if it differs, or a comment. Calls come from the whole dose curve; as a rule, active = well fitted curve in the direction sought with a large enough effect; inconclusive = small, poorly fitted or top-dose-only effect, or another doubt; inactive = no such curve, though single readings can be large; an effect the other way counts as inactive or inconclusive. Potency is the fitted concentration of half-maximal effect.

Start of the data: the first two records, ahead of the listing:
SMILES	aGal spleen mod	GAA inh	HTT cytoprotect	Tau fibril FP	Tau fibril ThT	Tau fluor counter	GAA glycogen	GAA spleen mod
CN(CCCC[C@H](CNCc1ccc(-c2ccccc2)cc1)N1C[C@H](c2ccccc2)N(CCc2ccc(Cl)c(Cl)c2)C(=O)C1=O)Cc1ccc(-c2ccccc2)cc1	1%	x	-24%[10 µM]	-1%	u	20%	-2%	-5%
COc1cccc(NC(=O)Nc2ccc(C)c(Cl)c2)c1	7%	10%	22%[10 µM]	u	-6%	-29%	-5%	-3%

The whole of this part, repeating the preview:
SMILES	aGal spleen mod	GAA inh	HTT cytoprotect	Tau fibril FP	Tau fibril ThT	Tau fluor counter	GAA glycogen	GAA spleen mod
CN(CCCC[C@H](CNCc1ccc(-c2ccccc2)cc1)N1C[C@H](c2ccccc2)N(CCc2ccc(Cl)c(Cl)c2)C(=O)C1=O)Cc1ccc(-c2ccccc2)cc1	1%	x	-24%[10 µM]	-1%	u	20%	-2%	-5%
COc1cccc(NC(=O)Nc2ccc(C)c(Cl)c2)c1	7%	10%	22%[10 µM]	u	-6%	-29%	-5%	-3%
COc1ccccc1N1CCN(C(=O)c2ccc3c(c2)N(Cc2ccccc2)C(=O)c2ccccc2S3(=O)=O)CC1	x	x	x	2%	-6%	-24%	2%[76.3 µM]	x
COc1ccc(C(=O)CNc2ccccc2C#N)cc1	0%	-2%	14%	-7%	-17%	-5%	3%	-2%
COc1cccc(C(=O)C2CCCN(Cc3c(C)n(C)n(-c4ccccc4)c3=O)C2)c1 (stereo not drawn)	10%	x	9%[10 µM]	-7%	x	-23%	1%	9%
COc1cccc(C(=O)NCc2nnc(SCC(=O)Nc3nccs3)n2-c2ccccc2)c1	5%	2%	14%	2%	-1%	1%	0%	-17%
O=C(Cc1csc(-c2ccccc2)n1)NCc1cccs1	-1%	4%	-56%[inhibitor]	3%	-12%	-4%	-3%	3%
COC(=O)c1cc(=O)n(-c2c(Cl)cc(C(F)(F)F)cc2Cl)[nH]1	3%	1%	16%[10 µM]	-2%	14%	6%	1%	4%
Cc1nnc(SCc2cc(=O)[nH]c(N3CCN(Cc4ccccc4)CC3)n2)s1	2%	-4%	6%	1%	2%	6%	-19%	1%
COC(=O)[C@@H]1C[C@@]2(O)[C@H](O)[C@H](O)[C@H](O)C[C@H]2N1Cc1c(F)cccc1Cl	6%	x	-29%	-1%	2%	-3%	x	-6%
c1ccc(Nc2ccc3c4c(cccc24)CC3)cc1	-3%	-5%	-5%[10 µM]	6%	7%	8%	u	-6%
Clc1cccc(N2CCN(c3ncnc4c3nc3n4CCCCC3)CC2)c1	x	x	x	9%	u	-20%	-27%[76.3 µM]	x
COc1ccccc1N1CCN(CC(=O)Nc2ccc(Cl)c(C(F)(F)F)c2)CC1	-7%	-7%	24%[10 µM]	18%	u	u	-17%	-7%
COc1ccc(NC(=O)c2ccccc2-c2ccccc2)c(C)c1	-6%	-1%	-25%	-6%	-3%	-4%	16%	0%
Clc1cccc(-c2ccnc3nc(-n4cccc4)nn23)c1	8%	-2%	-15%	-6%	-10%	-15%	4%	6%
Cc1ccc(Sc2sc(=O)n(C)c2S(=O)(=O)c2ccc(C)cc2)cc1	1%	-1%	11%	u	-6%	-27%	-8%	5%
CN(C)C(=O)Nc1ccccc1CC[N+](=O)[O-]	11%	5%	u	-2%	-2%	-2%	-1%	11%
NS(=O)(=O)c1ccc(N/N=C/c2ccccc2Br)cc1	4%	u	6%[10 µM]	u	u	u	u	-4%
CCOC(=O)c1cc2sc(C)cc2n1CC(=O)Nc1ccc2c(c1)OCCO2	1%	u	-3%[10 µM]	u	9%	-29%	-2%	-5%
Cc1cccc(CNC(=O)CN2C(=O)CCCc3ccccc32)c1	x	x	x	-2%	3%	-3%	23%[76.3 µM]	x
O=C(CCn1c2c(c3ccccc31)CCCC2)NNC(=O)c1ccccc1Cl	-1%	u	0%[10 µM]	10%	-19%	-27%	-8%	-4%
CCOC(=O)/C(=N\Nc1ccc(C(C)=O)cc1)c1csc(Nc2ccccc2)n1	-6%	2%	x	15%	u	u	-4%	-4%
COc1ccccc1-n1c(COc2ccccc2-c2ccccc2)nnc1SCC(=O)c1c(N)n(C)c(=O)n(C)c1=O	5%	4%	-14%[10 µM]	-1%	4%	-1%	2%	-5%
Cc1cccc(N(C(=O)Nc2ccc(Cl)cc2)C2=NCC(C)S2)n1 (stereo not drawn)	-4%	11%	9%[10 µM]	-4%	3%	-7%	21%	-6%
CCOc1ccc(/C=C/C(=O)c2cccs2)cc1	4%	x	16%[1.9 µM]	-5%	u	u	x	14%

One compound at a time (already shown). Values in the order: aGal spleen mod | GAA inh | HTT cytoprotect | Tau fibril FP | Tau fibril ThT | Tau fluor counter | GAA glycogen | GAA spleen mod
COc1cccc(NC(=O)Nc2ccc(C)c(Cl)c2)c1 in the list: 7% | 10% | 22%[10 µM] | u | -6% | -29% | -5% | -3%
COC(=O)c1cc(=O)n(-c2c(Cl)cc(C(F)(F)F)cc2Cl)[nH]1 in the list: 3% | 1% | 16%[10 µM] | -2% | 14% | 6% | 1% | 4%

Continuation:
SMILES	aGal spleen mod	GAA inh	HTT cytoprotect	Tau fibril FP	Tau fibril ThT	Tau fluor counter	GAA glycogen	GAA spleen mod
CCn1c(SCC(=O)Nc2ccc(C(C)=O)cc2)nc2nc3c(cc2c1=O)CCCC3	3%	0%	32%[10 µM]	u	u	-4%	2%	5%
O=P(c1cccs1)(c1cccs1)c1cccs1	1%	-2%	-28%	-5%	-6%	-6%	-3%	-11%
CCOC(=O)Nc1ccc(S(=O)(=O)Nc2nccc(C)n2)cc1	8%	1%	11%[0.074 µM]	3%	-3%	4%	2%	7%
CCc1ccc(Oc2cc(Cl)nc(N)n2)cc1	-4%	-1%	6%[10 µM]	-3%	6%	10%	5%	-2%
COc1ccc(NC(=O)Cc2nnc(SCC(=O)Nc3cc(C)ccc3OC)n2C)cc1	-2%	0%	-1%	-3%	-2%	-5%	-1%	-3%
Cn1ncc2nc(SCC(=O)Nc3ccc(Br)cc3F)n(Cc3ccccc3)c(=O)c21	x	x	x	-16%	5%	-15%	7%[76.3 µM]	x
CCC(C)[C@H](NC(=O)OC(C)(C)C)c1nnc(SCc2c(C)[nH]c(=O)[nH]c2=O)o1 (stereo partly drawn)	7%	-8%	-15%	-3%	-6%	-5%	-6%	-7%
COc1cccc(NC(=O)C(Cc2ccccc2)N2Cc3ccccc3C2=O)c1 (stereo not drawn)	x	x	x	-8%	10%	11%	9%[76.3 µM]	x
Cc1cc(C)nc(SCC(=O)Nc2ncccn2)n1	-25%	2%	x	2%	4%	8%	7%	4%
CC(SCC(=O)O)c1nc2ccccc2[nH]1 (stereo not drawn)	-4%	x	-5%[10 µM]	-6%	-5%	-5%	4%	-10%
CN(C)c1oc(-c2ccccc2Cl)nc1S(=O)(=O)c1ccccc1	18%	4%	-4%	-5%	-19%	-26%	-19%	-2%
O=C(Nc1c(C(=O)Nc2cccc(F)c2)oc2ccccc12)c1ccc2c(c1)OCO2	-9%	-4%	-13%	u	9%	-21%	-1%	-5%
OCCC1CN(Cc2cccs2)CCN1Cc1ccccc1 (stereo not drawn)	1%	8%	-14%[10 µM]	1%	-7%	-8%	0%	4%
CCOC(=O)C1CCN(C(=O)CCc2c(C)nc3cc(-c4ccc(OC)cc4OC)nn3c2C)CC1	-1%	3%	-34%[inhibitor]	6%	-9%	-6%	5%	-2%
Cc1ccc(C)c(NC(=S)NC(C)C(c2cccs2)N2CCOCC2)c1 (stereo not drawn)	-5%	0%	x	u	5%	2%	-7%	-5%
COc1ccc(OC(C)=O)c(C2c3cc(OC)c(OC)cc3CCN2C(C)=O)c1 (stereo not drawn)	-1%	-1%	-16%	0%	5%	4%	-17%	-13%
O=C(NCc1cccnc1)C(=O)NCC(c1cccnc1)N1CCN(c2ccccc2)CC1 (stereo not drawn)	x	x	x	-5%	-2%	-10%	-4%[76.3 µM]	x
COC(=O)COc1cccc2c(=O)n(CC(=O)N3CCCc4ccccc43)ccc12	-1%	0%	9%[10 µM]	-1%	-4%	1%	7%	-20%
Cc1sc2nc(COC(=O)c3cccc(S(=O)(=O)N(C)c4ccccc4)c3)[nH]c(=O)c2c1C	10%	-4%	-1%[10 µM]	-2%	-2%	-14%	1%	5%
O=C(CNS(=O)(=O)c1ccc(Br)s1)N1CCN(c2ncccn2)CC1	-3%	1%	12%[1.9 µM]	10%	-13%	4%	7%	0%
COC(=O)c1ccccc1NC(=O)c1c(Br)cnn1C	-2%	u	10%	5%	-3%	-2%	3%	-6%
COC(=O)c1ccccc1NC(=S)N1CCN(c2ccc(OC)cc2)CC1	-8%	-2%	12%	9%	-18%	u	u	1%
CCSc1nsc(SCC)c1C(N)=O	15%	5%	1%	11%	-4%	1%	5%	7%
Cc1cc(/C=C(\C#N)C(=O)OCC(=O)NC(=O)NC(C)(C)C)c(C)n1CCC(C)C	3%	-10%	-27%	2%	-23%	-23%	-13%	-3%
COc1ccc(/C=C2\C(=O)OCc3cc(OC)c(OC)cc32)cc1OC	-1%	7%	x	-4%	u	-10%	-1%	2%
COc1ccc(Cl)cc1C(=O)Nc1ccccc1N1CCN(C)CC1	0%	-4%	-21%	-2%	-17%	-8%	-5%	1%
